# High-throughput results: PubChem, National Center for Advancing Translational Sciences (NCATS)
# GAA glycogen mod: qHTS Assay for Inhibitors and Activators of Human alpha-Glucosidase Cleavage of Glycogen; recombinant GAA, glycogen substrate, Amplex Red glucose oxidase fluorescence; Potency, µM (top dose mostly 76.4 µM), without a hit: at the top dose activity change, negative = inhibition, actives largely listed as inhibitors; hit rate 0.38% among 300,000; active = well fitted inhibition curve with a large enough effect; inconclusive = small, poorly fitted or top-dose-only effect, or another doubt; inactive = no such curve, though single readings can be large or run the other way;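 also: 0% = full enzyme reaction and -100% = no-enzyme basal signal; the screen sought inhibitors and activators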
#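 Recombinant enzyme (4 nM final) with compounds titrated up to 77 uM and bovine liver glycogen (30 ug) in citrate pH 5.0, 0.01% Tween-20, 37 C 40 min. Released glucose detected by Amplex Red/glucose oxidase (Ex 573/Em 610); AC50 from Hill fits.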
# Active calls of the source: *; u = inconclusive; & = joins results of further samples; [ ] = another dose, or the depositor's remark. Potency is read from the fitted curve at half-maximal effect.
Molecule | GAA glycogen mod
CN(CC(=O)Nc1ccc(F)c(Cl)c1)S(=O)(=O)c1ccc2c(c1)n(C)c(=O)c(=O)n2C | 1.5%[76.3 µM]
Cc1ccccc1CS(=O)(=O)c1ncc(Cl)c(C(=O)Nc2ccc(F)cc2)n1 | -18.0%[76.3 µM]
COc1ccc(C23NCCN2C(=O)c2ccccc23)cc1 (configuration not stated) | -8.0%
C=CCn1c(SCc2ccccc2)nc2c1c(=O)[nH]c(=O)n2C | 2.1%[76.3 µM]
C=CCN(C(=O)c1csnn1)C(C(=O)NC1CCCCC1)c1ccccc1 (configuration not stated) | 1.3%
Cc1ccc(NC(=O)C2CCN(S(=O)(=O)c3c(C)noc3/C=C/N(C)C)CC2)cc1 | 5.9%[76.3 µM]
CCn1c(=O)c2cc(C(=O)NCC(OC)OC)sc2c2ccccc21 | 2.5%
COc1ccc(/C=N/N(C)C2=NS(=O)(=O)c3ccccc32)cc1OC | 1.5%
COc1ccc(N(CC(=O)N2CCCC2)S(C)(=O)=O)cc1 | 4.4%[76.3 µM]
O=C(COC(=O)CNS(=O)(=O)c1ccc(Br)cc1Cl)NCCc1ccccc1 | -0.9%[76.3 µM]

# (next part)
Molecule | GAA glycogen mod
COc1cc2nc(Nc3ccc(C)c(Cl)c3)nc(N)c2cc1OC | 1.3%
COc1ccc(N2CCN(C(CNC(=O)C(=O)NCc3ccc(F)cc3)c3cccnc3)CC2)cc1 (configuration not stated) | -14.6%[76.3 µM]
Cn1nccc1C(=O)N1CCN(c2cccc(C(F)(F)F)c2)CC1 | -5.5%[76.3 µM]
Cc1nccn1CC(O)COc1ccc(Cl)cc1Cl (configuration not stated) | -1.8%[76.3 µM]
C=CCc1cccc2cc(C(=O)N3CCN(C(=O)c4ccccc4)CC3)c(=O)oc12 | 1.1%
CN(C)CCCN(C(=O)c1ccc(S(=O)(=O)N(C)C2CCCCC2)cc1)c1nc2ccc(F)cc2s1 | 3.1%[76.3 µM]
COc1ccc(-c2ccc(=O)n(Cc3ccccc3)n2)cc1 | 4.8%[76.3 µM]
C/C(=N/NC(=O)c1ccc(Cn2cccn2)o1)c1cccc(NC(=O)c2ccncc2)c1 | -12.6%[76.3 µM]
Cc1nn2c(-c3ccc(F)cc3)ccnc2c1Cl | 3.0%
Cc1ccc(-c2c(C(=O)N/N=C/c3cccs3)nnn2-c2nonc2N)cc1 | -18.4%[76.3 µM]

# Two of the compounds above, with each value named.
> CN(C)CCCN(C(=O)c1ccc(S(=O)(=O)N(C)C2CCCCC2)cc1)c1nc2ccc(F)cc2s1
  GAA glycogen mod: 3.1%[76.3 µM]

> COc1ccc(-c2ccc(=O)n(Cc3ccccc3)n2)cc1
  GAA glycogen mod: 4.8%[76.3 µM]

# Continued.
Molecule | GAA glycogen mod
CC(=O)Nc1ccc(NC(=O)CCC(=O)Oc2ccc(C)cc2)cc1 | 0.4%
Cc1cc2c(n1-c1ccc(C(=O)NCCc3ccc(Cl)cc3)cc1)CCCC2 | 0.6%[76.3 µM]
O=C(OCC(=O)N1CCCC1)c1ccc(Cl)c([N+](=O)[O-])c1 | 2.8%
CC1CCN(S(=O)(=O)N2CCCC(C(=O)NCc3ccccc3Cl)C2)CC1 (configuration not stated) | -20.7%[76.3 µM]
Cc1cc(C)c2oc(=O)cc(CN3CCCCC3)c2c1 | 4.4%
Oc1cccc(Nc2nc(-c3ccccc3Cl)nc3ccccc23)c1 | -6.0%
O=S(=O)(c1ccc(Cl)cc1)N1CCN2CCCC2C1 (configuration not stated) | 4.0%[76.3 µM]
Cc1ccc(C)c(NC(=O)CCC(=O)N2CCOc3ccccc32)c1 | -1.5%[76.3 µM]
COc1ccc(C(=O)Nc2c(C)cc(C)cc2C)cc1OC | -8.6%[76.3 µM]
COc1cc(/C=N/Nc2ccc(Cl)nn2)cc(OC)c1O | u

# New compounds follow.
Molecule | GAA glycogen mod
Cc1ccc(S[C@@H](CCN2CC[C@H](C)CCC2=O)c2ccccc2)cc1 | 5.8%[76.3 µM]
CN1C(=O)CSC1=S | 18.3%[76.3 µM]
O=C(O/N=C/c1ccc(Cl)cc1)C1CCCCC1 | -0.1%
O=C(CCN1C(=O)/C(=C/c2ccccc2F)SC1=S)Nc1ccccn1 | -1.2%[76.3 µM]
CCCCn1c(=O)c2oc3ccccc3c2n(Cc2ccc(OC)cc2)c1=O | -6.0%[76.3 µM]
CC1(C(=O)O)CCC(C(=O)Nc2ccc(Cl)c(Cl)c2)C1(C)C (configuration not stated) | -5.1%[76.3 µM]
CCOC(=O)C1CCN(S(=O)(=O)c2csc(C(N)=O)c2)CC1 | 20.7%[76.3 µM]
O=C(NCC1CCOCC1)c1cc(COc2cccc(C(F)(F)F)c2)on1 | 6.1%[76.3 µM]
O=C(Nc1cccc2ccccc12)c1cccc(F)c1 | -9.8%
CC1=C(C(=O)OCc2ccccc2)C(c2ccccc2[N+](=O)[O-])NC(=O)N1C (configuration not stated) | -0.2%[76.3 µM]

# (listing goes on)
Molecule | GAA glycogen mod
COc1ccc(C(=O)NCC2(c3ccccc3)CCCC2)c(OC)c1 | 2.9%
COc1ccc(OC)c(NC(=O)CCN2CCN(c3ccccc3OC)CC2)c1 | 3.1%[76.3 µM]
Cc1ccc(NC(=O)C2CCCN(S(=O)(=O)c3ccc4[nH]c(=O)ccc4c3)C2)cc1C (configuration not stated) | 24.0%&14.9%[76.3 µM]
COc1ccc(CNCc2c(O)c(Cl)cc3c(C)c(C)c(=O)oc23)c(OC)c1 | 1.1%
C=CCOc1ccc(CNCC2CCCO2)cc1 (configuration not stated) | -3.2%[76.3 µM]
O=S(=O)(c1ccc(Br)cc1)c1nnn2c1nc(NCc1cccs1)c1sccc12 | 0.0%[76.3 µM]
O=C(CNC(=O)c1ccco1)N/N=C/c1cc(Br)ccc1O | -13.9%
O=C(Nc1nnc(SCC(=O)N2CCCCC2)s1)c1ccccc1F | 0.2%
Cc1cccc(NC(=O)CN2C(=O)CCSc3ccc(S(=O)(=O)N4CCOCC4)cc32)c1C | -2.4%[76.3 µM]
CCC(C)(C(=O)Nc1ccc(OC)cc1)N(C)C(=O)Cn1nnnc1N (configuration not stated) | 0.1%

# Further structures.
Molecule | GAA glycogen mod
Cc1ccc(N(CC(=O)Nc2cccc(Cl)c2C)S(C)(=O)=O)cc1 | 2.8%[76.3 µM]
O=C1Nc2ccccc2C1=Nc1ccc(F)cc1 | -0.8%
COCCC(=O)NC1CCCc2c1cnn2-c1cccc(C)c1C (configuration not stated) | 3.6%[76.3 µM]
O=C(NC1=NCCS1)c1ccc(Cl)c(Cl)c1 | 0.4%[76.3 µM]
COc1ccc(C2CC(c3cccs3)=NN2C(=O)CCC(=O)O)cc1OC (configuration not stated) | -6.3%[76.3 µM]
O=C(NCc1ccccc1)C1CCCN1S(=O)(=O)c1ccc(Cl)cc1 (configuration not stated) | -3.9%[76.3 µM]
O=C(CSCc1cnn(-c2ccccc2)c1-n1cccc1)NCc1ccc(Cl)cc1 | 5.5%[76.3 µM]
COc1ccccc1C(=O)N/N=C(\C)CC(=O)Nc1ccccc1NC(C)=O | u
Cc1cc(S(=O)(=O)N2CCN(c3ccc(F)cc3)CC2)ccc1-n1cnnn1 | -6.6%[76.3 µM]
Cc1ccc(C(=O)C2=C(O)C(=O)N(Cc3cccnc3)C2c2ccc(Cl)cc2)o1 (configuration not stated) | -8.2%

# Next structures:
Molecule | GAA glycogen mod
CCOc1ccc(C(C)=O)cc1CN1c2ccc(S(N)(=O)=O)cc2CC1C (configuration not stated) | -4.3%
O=C1CN(C(=O)C2CCC(=O)N(CCc3ccc(Cl)cc3)C2)CCN1 (configuration not stated) | 1.9%[76.3 µM]
Cc1ccc(CNC(=O)[C@H](C)NC(=O)C2CCN(C(=O)[C@@H]3CCCN3C(=O)OC(C)(C)C)CC2)cc1 | -5.3%[76.3 µM]
CCc1ccc(C(C)NC(=O)c2ccncc2)cc1 (configuration not stated) | -8.9%[76.3 µM]
COc1ccc(-c2nc3c(s2)CCc2onc(-c4ccc(OC)cc4)c2-3)cc1 | 0.5%[76.3 µM]
Oc1ccc(N=Nc2ccccc2C(F)(F)F)c2cccnc12 | -0.5%
Cc1ccc(NC(=O)CSc2nc3ncccc3[nH]2)cc1F | -8.8%[76.3 µM]
CC(=O)c1cccc(OCc2cc(C(=O)N3CCC(N4CCCCC4)CC3)no2)c1 | -7.6%[76.3 µM]
COCCn1c(SCC(=O)NC2CCCCC2C)nnc1-c1ccncc1 (configuration not stated) | 0.3%
CCOc1ccc(N(CC(=O)NCCOc2ccc(C)cc2)S(=O)(=O)c2ccccc2)cc1 | -0.3%[76.3 µM]

# 4 structures from above, sorted by molar mass, falling:
Molecule | GAA glycogen mod
O=C(COC(=O)CNS(=O)(=O)c1ccc(Br)cc1Cl)NCCc1ccccc1 | -0.9%[76.3 µM]
O=C(CSCc1cnn(-c2ccccc2)c1-n1cccc1)NCc1ccc(Cl)cc1 | 5.5%[76.3 µM]
COc1cc(/C=N/Nc2ccc(Cl)nn2)cc(OC)c1O | u
COc1ccc(C(=O)Nc2c(C)cc(C)cc2C)cc1OC | -8.6%[76.3 µM]

# More structures follow.
Molecule | GAA glycogen mod
O=C(c1ccc(S(=O)(=O)N2CCOCC2)cc1)N1CCc2ccccc21 | -2.4%
Cc1ccc(S(=O)(=O)Cc2ccc(C(=O)NC3CCCCCC3)o2)cc1 | -2.5%[76.3 µM]
CC1CCCCN1C(=O)c1cc(S(=O)(=O)N2CCCCC2)c[nH]1 (configuration not stated) | 15.3%[76.3 µM]
COc1ccccc1C(=O)N(C1=NC(C)CS1)c1ccc(Cl)cc1 (configuration not stated) | -10.7%[76.3 µM]
CCOc1ccc(N(CC(=O)NCc2ccco2)C(=O)CCC(=O)Nc2nccs2)cc1 | 2.7%
CCN(CC)c1ccc(/C=N/NC(=O)CNC(=O)C2COc3ccccc3O2)c(O)c1 (configuration not stated) | -1.1%[76.3 µM]
CC(=O)c1ccc(N(CC(=O)NC2CCCC2)C(=O)CNC(=O)c2cccs2)cc1 | -7.2%
CCCCSc1oc(-c2ccco2)nc1S(=O)(=O)c1ccccc1 | -1.9%
COc1cccc(CNC(=O)c2ccc(COc3ccccc3)cc2)c1 | -5.1%[76.3 µM]
Cc1ccc(S(=O)(=O)Nc2ccc(N3CCOCC3)cc2)cc1C | 2.3%

# (further entries)
Molecule | GAA glycogen mod
CSc1ccccc1OCc1cc(C(=O)N(C)C(C)c2ccccn2)no1 (configuration not stated) | -5.1%[76.3 µM]
COc1ccc(OC)c(CCNC(=O)Cn2ncc3c([nH]c4ccccc43)c2=O)c1 | -4.4%[76.3 µM]
Cc1ccc(CNC(=S)NC2CCCCC2)cc1 | -10.6%[76.3 µM]
CC(=O)NC(Cc1ccc(F)cc1)C(=O)NC1CCN(C(=O)NCc2ccccc2)CC1 (configuration not stated) | 2.0%
COc1cccc(CN2CCc3[nH]c(=S)[nH]c(=O)c3C2)c1 | 5.2%
Cc1ccc(NCc2nc(SCC(=O)Nc3ccccc3)n[nH]2)cc1 | -9.0%[76.3 µM]
O=C(NCC(=O)N1CCCC(C(F)(F)F)C1)c1ccc(Oc2ccccc2)cc1 (configuration not stated) | u
NC(=O)c1cc(S(=O)(=O)NCCCc2ccccc2)cs1 | -3.6%
COc1ccc(C(=O)N/C(=C\c2ccccc2)C(=O)N2CCOCC2)cc1 | -0.7%[76.3 µM]
CCOC(=O)[C@@H]1[C@H]2COc3ccc(Br)cc3[C@@H]2N2C(=O)N(c3ccccc3)C(=O)[C@@]12C | -11.4%[76.3 µM]

# The results go on:
Molecule | GAA glycogen mod
Cc1ccccc1N1CCN(C2CCCN(C(=O)CCn3cnnn3)C2)CC1 (configuration not stated) | -1.0%[76.3 µM]
CC1CCN(C(=S)NC(=O)c2ccc(C(C)(C)C)cc2)CC1 | 0.7%[76.3 µM]
COc1ccc2c(C)c(CC(=O)N3C[C@H]4C[C@@H](C3)c3cccc(=O)n3C4)c(=O)oc2c1OC | 18.1%[76.3 µM]
O=C(NCCN1CCOCC1)C1CC(=O)N(c2ccc(F)cc2)C1 (configuration not stated) | 9.0%
Cc1cc(NC(=O)CSc2nnc(CNC(=O)c3ccccc3)o2)no1 | -10.3%[76.3 µM]
Cc1noc(C(=O)Nc2ccc(C#N)cc2)c1Cl | 2.7%
NS(=O)(=O)c1ccc(CCNc2ccnc3cc(Cl)ccc23)cc1 | -0.2%
N=C1/C(=C\c2ccc(OC(=O)c3ccc(F)cc3)cc2)C(=O)N=C2SC(N3CCOCC3)=NN12 | -5.9%[76.3 µM]
Cc1cc(C(=O)N2CCC(Cc3ccccc3)CC2)no1 | -12.5%[76.3 µM]
COc1ccccc1NCN1C(=O)CCC1=O | -1.8%[76.3 µM]

# Continuation:
Molecule | GAA glycogen mod
COc1ccc(S(=O)(=O)N(C)C)cc1NC(=O)CCCSc1ccccc1 | 5.5%
Cc1ccccc1CSc1nc2cccnc2n1Cc1ccc(C(=O)NC2CC2)cc1 | -2.8%[76.3 µM]
N#Cc1cccc(C(=O)Nc2cccc(S(=O)(=O)N3CCCC3)c2)c1 | -0.8%[76.3 µM]
COc1ccc(C(C(=O)NC2CCCC2)N(Cc2ccco2)C(=O)c2snc(C(N)=O)c2N)cc1OC (configuration not stated) | -1.5%
COC(=O)c1cc(OC)c(OC)cc1NC(=S)N1CCOCC1 | -4.2%
Cc1ccccc1CSc1cn(CC(=O)N2CCCC2)c2ccccc12 | -14.4%[76.3 µM]
CC(C)[C@H](NC(=O)c1cc2cc(Cl)ccc2n1C)C(=O)N[C@@H](C(=O)O)c1ccccc1 | 1.6%
O=C1CCN(Cc2ccc([N+](=O)[O-])cc2)CCN1CCO | 19.5%[76.3 µM]
Cc1ccc2occ(/C=N/NC(=O)c3ccccc3O)c(=O)c2c1 | 1.6%[76.3 µM]
COc1ccc2[nH]cc(CCNC(=O)C3CC(=O)N(c4ccc(Cl)cc4)C3)c2c1 (configuration not stated) | 0.2%[76.3 µM]
CCC(C)NC(=O)C1CCC(=O)N1CCc1ccccc1 (configuration not stated) | 2.2%

# These rows are one share of the data (hit frequency here may not be typical).
